Source: PubChem
Rv3671c protease = inhibitors of M. tuberculosis serine protease Rv3671c. P9WHR9. hit rate 0.048% among 320,000. inhibition, % at 5.96 µM. AID 2606; in the data active means inhibition above about 38%;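 further: extracellular domain of Rv3671c used as enzyme; 0% = enzyme with DMSO and 100% = no enzyme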
Target sequence (P9WHR9 whole entry, looked up, the tested form may be a part): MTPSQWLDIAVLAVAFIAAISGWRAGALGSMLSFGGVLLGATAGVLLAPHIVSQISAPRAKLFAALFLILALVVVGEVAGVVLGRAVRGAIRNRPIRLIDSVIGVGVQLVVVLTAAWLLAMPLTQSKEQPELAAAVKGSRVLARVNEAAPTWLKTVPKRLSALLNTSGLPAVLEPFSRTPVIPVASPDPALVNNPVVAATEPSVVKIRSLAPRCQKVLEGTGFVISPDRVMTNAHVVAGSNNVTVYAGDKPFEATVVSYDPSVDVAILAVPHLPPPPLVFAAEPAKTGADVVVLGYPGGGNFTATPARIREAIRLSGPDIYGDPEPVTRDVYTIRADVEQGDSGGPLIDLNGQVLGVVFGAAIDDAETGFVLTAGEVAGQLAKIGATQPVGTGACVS
CCHF vOTU inh = CCHFV vOTU protease inhibition; Pep-AMC fluorescence; inhibition, % at 11.5 µM; hit rate 0.55% among 370,000; in the data active means inhibition above about 30%; further: 0% = vehicle wells with enzyme and 100% = no enzyme wells
BoNT A protease = BoNT A light chain protease inhibition. multiplex microsphere protease substrate cleavage, flow cytometry. inhibition, % at 10 µM. hit rate 0.17% among 360,000. AID 588499; further: plate controls were buffer without enzyme for full effect and enzyme alone for no effect
3CLpro inhibitor = SARS-CoV 3CLpro protease inhibition; hit rate 0.14% among 290,000; recombinant SARS-CoV 3CLpro, quenched FRET peptide cleavage; P0C6X7; inhibition, % at 6 µM; AID 1706; in the data active means inhibition above about 12%
Anthrax LF inh2 = anthrax lethal factor protease inhibition; inhibition, % at 10 µM; AID 588501; hit rate 0.12% among 360,000; multiplex microsphere protease cleavage assay, LF; further: plate controls were buffer without enzyme for full effect and enzyme alone for no effect
SSB-PriA inh = blocks PriA binding to SSB C-terminal tail. AlphaScreen SSBct-PriA binding, biotinylated peptide. inhibition, % at 33 µM. hit rate 0.6% among 430,000; in the data active means inhibition mostly above about 37%, no sharp cut-off; inactive means mostly below about 20%;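 further: plate controls were negative control peptide for no effect and reference peptide for full effect; strong numbers were not always called active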
PrPC TRFRET = cell surface PrPC inhibition, primary TR-FRET screen; hit rate 0.43% among 370,000; P04156; AID 720596; TR-FRET read-out; inhibition, % at 13.8 µM; in the data active means inhibition above about 24%; further: 0% = median of the test wells and 100% = reference compound wells
MazF activator = increases E. coli MazEF RNase cleavage of RNA; FAM/BHQ RNA-DNA oligo cleavage fluorescence, 5 h; hit rate 0.32% among 350,000; activation, % at 20 µM; in the data active means activation above about 50%
Target sequence (P0AE70 whole entry, looked up): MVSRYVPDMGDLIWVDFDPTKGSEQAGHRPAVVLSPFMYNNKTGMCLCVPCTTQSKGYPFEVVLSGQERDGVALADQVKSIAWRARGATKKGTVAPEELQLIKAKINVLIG
DUSP3 inh = DUSP3 (human) phosphatase inhibition | P51452 | recombinant VHR phosphatase, pNPP absorbance | hit rate 0.52% among 290,000 | inhibition, % at 13.3 µM; in the data active means inhibition above about 50%; further: some compounds called inactive have numbers as strong as hits
Target sequence (P51452 whole entry, looked up): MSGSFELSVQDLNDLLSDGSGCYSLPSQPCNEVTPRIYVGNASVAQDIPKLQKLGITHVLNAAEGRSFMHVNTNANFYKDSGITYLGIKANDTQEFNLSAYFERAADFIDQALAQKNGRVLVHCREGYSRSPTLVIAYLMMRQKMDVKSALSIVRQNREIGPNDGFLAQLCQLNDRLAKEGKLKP
BoNT-F LC inh = BoNT F light chain protease inhibition. Multiplex microsphere protease cleavage assay, flow cytometry. inhibition, % at 10 µM. hit rate 0.22% among 360,000. AID 588497; in the data active means inhibition above about 35%, passing the limit was not always enough; inconclusive means no clear call, values can overlap the other calls; further: plate controls were buffer without enzyme for full effect and enzyme alone for no effect
Numbers without * were called inactive; u = inconclusive; x = no result given; & = joins results of further samples. Unless noted, no stated cut-off is given here; in the data, active means inhibition above about 30%; inconclusive means no clear call, values can overlap the other calls; inactive means below that. Some of the compounds tested; count on the stated rates, not on these rows.

SMILES	Rv3671c protease	CCHF vOTU inh	BoNT A protease	3CLpro inhibitor	Anthrax LF inh2	SSB-PriA inh	PrPC TRFRET	MazF activator	DUSP3 inh	BoNT-F LC inh
O=C(CN1CCOCC1)Nc1nc2ccc([N+](=O)[O-])cc2s1	-1	-5	0.7	4	-1	-8	-24	-2	-4	2
COc1ccccc1C1CC(c2ccc(Br)cc2)=NN1C(=O)c1cccnc1 (centres undefined)	-17	13	1.1	5	3	13	9	-12	-9	4
Cn1c(CCc2nc3ccccc3[nH]2)n[nH]c1=S	2	-9	0.1	3	7	-6	-1	4	0	-7
Cc1ccc(-n2cnc3cc(NCc4cccs4)ccc32)cc1	6	4	0.1	-1	u	-12	0	6	-4	-15
CCOc1ccc(C(C(=O)NCC2CCCO2)N(C(=O)c2snc(C(N)=O)c2N)c2ccccc2F)cc1 (centres undefined)	8	-19	-1.2	1	0	5	-6	9	0	6
Cc1ccc(C2CCN(C(=S)NC3CCCCC3)C2)cc1 (centres undefined)	-5	-11	0.0	3	-2	-9	6	5	16	0
Cc1ccccc1C(=O)N1N=C(c2ccc(NS(C)(=O)=O)cc2)CC1c1cccs1 (centres undefined)	-2	5	1.2	2	0	9	1	-1	-14	-4
COc1ccc(C(=O)CSc2nnc(CNc3nc(-c4ccccc4)cs3)n2C)cc1	-4	-2	0.1	8	-10	-4	6	3	14	-4
Cc1cccc(-n2ncc3c(NCCCO)ncnc32)c1	3	2	0.1	-2	-4	-15	10	15	21	-3
Cc1ccc(-c2nc3ccc(C)cn3c2Cc2ccccc2C(F)(F)F)cc1	x	13	0.8	x	-3	x	9	x	x	-6
Cc1ccc(NC(=O)CSc2nc(O)c(Cc3ccccc3)c(=O)n2-c2ccccc2)cc1	1	-9	-0.5	4	-1	9	4	0	-5	-3
Cc1ccc(/C=C/C(=O)NCC2COc3ccccc3O2)o1 (centres undefined)	-13	-8	0.2	4	-4	9	-6	-7	15	-3
COCC1CCN(C(=O)c2cc(COc3ccc4c(c3)CCCC4)on2)C1 (centres undefined)	-9	5	1.5	8	0	0	1	-8	6	-4
Cc1cccc(N(Cc2cc3ccccc3[nH]c2=O)S(=O)(=O)c2ccccc2)c1	2	-15	0.5	2	2	1	-4	5	-13	-2
O=C(NCC(c1cccs1)N1CCOCC1)c1ccccc1NS(=O)(=O)c1cccc([N+](=O)[O-])c1 (centres undefined)	1	-9	-0.3	5	2	6	-11	5	56*	1
COCCNC(=O)C1(C)CCN(C(=O)c2cccnc2Oc2ccccc2)C1 (centres undefined)	x	-15	-0.1	x	-9	x	9	x	x	2
N#Cc1cccc(NC(=O)CCNC(=O)c2ccccc2Cl)c1	4	-11	0.0	-6	7	5	-5	2	7	-7
Cc1ccc(C(=O)N2[C@@H]3CN(C)C(=O)[C@@]2(Cc2ccccc2)[C@H]2C(=O)N(Cc4ccccc4)C(=O)[C@@H]32)cc1	x	11	0.7	x	5	-15	-9	0	x	-7
Cc1ccc2nc3n(c(=O)c2c1)CCC3	0	7	-0.4	-2	-4	-9	7	-3	-11	-7
COc1ccc(Cl)cc1Nc1nc(C)cc(=O)[nH]1	2	4	0.0	-3	1	-4	-5	2	-13	-10
COCCN(C(=O)COC(=O)/C=C/c1ccc(OC)c(OC)c1)c1c(N)n(Cc2ccccc2)c(=O)[nH]c1=O	-3	1	-0.5	x	-4	-9	-1	2	x	3
O=C(NCCC1=CCCCC1)C(=O)NCCc1ccc(Cl)cc1	-1	-4	-1.1	5	-6	-2	-4	-2	-3	-4
O=C(c1ccc(C#Cc2ccccc2)o1)N1CCN(c2ccccn2)CC1	-8	3	0.4	-2	-4	9	0	-3	21	7
COC(=O)C1=CN(CCCN2CCCC2=O)C=C(C(=O)OC)C1c1cccs1	3	-61	-1.6	-2	0	-23	0	17	4	-23
O=C(OCCOc1ccccc1Cl)c1ccc(-n2cnnn2)cc1	-12	1	0.2	1	-12	-25	7	9	10	-4

Taken from above:
MazF activator, Cc1ccc(C2CCN(C(=S)NC3CCCCC3)C2)cc1 (centres undefined) → 5
SSB-PriA inh, O=C(NCC(c1cccs1)N1CCOCC1)c1ccccc1NS(=O)(=O)c1cccc([N+](=O)[O-])c1 (centres undefined) → 6
BoNT-F LC inh, Cc1ccc(C(=O)N2[C@@H]3CN(C)C(=O)[C@@]2(Cc2ccccc2)[C@H]2C(=O)N(Cc4ccccc4)C(=O)[C@@H]32)cc1 → -7
MazF activator, Cc1ccc(-n2cnc3cc(NCc4cccs4)ccc32)cc1 → 6
DUSP3 inh, Cc1ccc2nc3n(c(=O)c2c1)CCC3 → -11
PrPC TRFRET, Cn1c(CCc2nc3ccccc3[nH]2)n[nH]c1=S → -1
MazF activator, Cc1ccccc1C(=O)N1N=C(c2ccc(NS(C)(=O)=O)cc2)CC1c1cccs1 (centres undefined) → -1

Limited to DUSP3 inh (2 entries from above):
molecule | DUSP3 inh
Cc1cccc(-n2ncc3c(NCCCO)ncnc32)c1 | 21
COCC1CCN(C(=O)c2cc(COc3ccc4c(c3)CCCC4)on2)C1 (centres undefined) | 6

Other compounds.
SMILES	Rv3671c protease	CCHF vOTU inh	BoNT A protease	3CLpro inhibitor	Anthrax LF inh2	SSB-PriA inh	PrPC TRFRET	MazF activator	DUSP3 inh	BoNT-F LC inh
Cc1oc2ccccc2c1CC(=O)NCCCN(C)C	-3	-3	-2.3	6	-2	-13	4	7	17	u
CC(=O)OC1CCC2(/C=N/O)C(=CCC3C4CCC(=O)C4(C)CCC32)C1 (centres undefined)	1	-5	-2.9	-2	-15	x	-1	5	10	-2
COc1ccc(CCNCc2ccc(C)s2)cc1OC	-3	7	0.0	4	1	-7	1	2	15	-1
Cc1ccc(CNS(=O)(=O)NCc2ccccc2)cc1	-3	4	-1.5	4	2	-14	1	-2	16	-58
CC(C)(C)C1CCC(C(=O)Nc2ccccc2N2CCOCC2)CC1 (centres undefined)	-4	2	0.2	x	-2	-16	-3	1	x	-1
CC(=O)c1ccc(OCC(=O)Nc2c(C)nn(-c3ccccc3)c2C)cc1	-5	3	3.6	x	1	-7	-1	-14	x	-4
c1ccc2c(c1)C(=NCC1CCCO1)NC2=NCC1CCCO1 (centres undefined)	0	-14	-1.0	-3	1	-10	0	7	13	-10
COc1ccc(CCCC(=O)NCCc2ccccc2)cc1	x	0	-1.3	3	-9	9	7	4	0	16
CC(Oc1ccccc1F)C(=O)NNC(=O)c1cccc(S(=O)(=O)N2CCN(C)CC2)c1 (centres undefined)	-2	2	-0.7	x	0	-3	-5	2	x	-1
COc1ccc(C(=O)OCC(=O)c2ccc[nH]2)cc1	-8	13	-0.3	x	-9	-1	5	5	x	-2
CCOC(=O)CCC(=O)Nc1ccc([N+](=O)[O-])cc1C	2	-12	-0.1	-3	0	-10	0	-18	11	-4
O=C1CSC(=S)N1	6	17	-0.1	-5	-7	-10	-4	0	2	-5
COC(=O)c1sc(S(=O)(=O)N2CCN(CCO)CC2)c(C(=O)OC)c1C	3	-15	-0.2	3	2	13	3	5	22	0
Cc1cc2[nH]c(=O)c(=O)[nH]c2cc1S(=O)(=O)N1CCN(c2ccccc2)CC1	-2	6	-0.3	5	-4	-10	-3	-9	-6	4
C/C(=N\Nc1cccc(C(=O)O)c1)c1cc2ccccc2o1	8	20	-0.8	5	4	x	-7	2	5	-8
CC(CC(=O)Nc1ccccc1)NCCCN1CCCC1=O (centres undefined)	4	-3	-4.0	1	7	5	-1	7	22	-5
Cc1ccc(C2(C)NC(=O)N(CC(=O)NC(=O)NCCC(C)C)C2=O)cc1 (centres undefined)	-5	4	0.7	2	-2	0	-2	1	4	3
Cc1cc(C)cc(NC(=O)C2CCCN2C(=O)NC2CCCCC2)c1 (centres undefined)	9	-3	-0.5	1	-3	-21	5	7	8	5
Cn1c(SCc2ccc([N+](=O)[O-])cc2)nnc1-c1ccncc1	-4	-7	-3.1	0	2	4	-18	-1	38	-7
O=Cc1ccc(OCC(=O)NC(=O)NC2CCCCC2)cc1	1	8	1.5	3	0	-18	6	2	6	u
CC(C)NC(=O)N(C)C[C@H]1Oc2ccc(NC(=O)NC3CCCCC3)cc2C(=O)N([C@H](C)CO)C[C@@H]1C	-5	-5	0.0	x	0	-3	3	3	x	-5
Cc1onc(-c2c(Cl)cccc2Cl)c1C(=O)OCC(=O)c1ccccc1	0	0	0.9	-1	-5	-8	-5	-3	8	8
COc1ccc(NC(=O)CSc2nnc(C3CC3)n2N)cc1	1	-3	1.6	1	-6	-2	1	-1	13	5
COC(=O)COc1ccc2c(=O)c(-c3ccccc3)coc2c1	9	-7	u	10	u	-18	10	3	-8	x
NS(=O)(=O)c1cccc(NC(=O)CC23CC4CC(C2)CC(CC(=O)Nc2cccc(S(N)(=O)=O)c2)(C4)C3)c1	-8	5	-0.4	2	0	-4	5	4	-14	-23
(further entries)
SMILES	Rv3671c protease	CCHF vOTU inh	BoNT A protease	3CLpro inhibitor	Anthrax LF inh2	SSB-PriA inh	PrPC TRFRET	MazF activator	DUSP3 inh	BoNT-F LC inh
CC(=O)N1CCCN(Cc2cn(-c3cc(C)ccc3C)nc2-c2ccccc2)CC1	5	-2	0.1	2	-6	-1	-6	-1	8	1
O=C(CCS(=O)(=O)c1ccc(Br)cc1)Nc1ccccn1	-9	4	-0.6	-2	-2	-9	3	-1	-2	0
C/C(=N\NC(=O)CSc1nc2ccccc2o1)c1cccc(O)c1	1	9	-0.3	4	-5	x	6	7	12	1
C=C1C(=O)C23C(O)C1CCC2C12CCCC(C)(COC(C)=O)C1C(O)C3(O)OC2 (centres undefined)	x	-7	0.2	x	-8	-8	75*	1	x	-6
CCN(CC)S(=O)(=O)c1ccc(N2CCc3ccccc3C2)nc1	2	-2	0.3	-1	-1	3	-6	-7	-3	4
Cc1ccc(CN2CCC(CNC(=O)Nc3ccccc3F)CC2)cc1	3	4	-2.0	2	6	5	-6	5	-8	-28
Cc1ccc(Cn2c(CN3CC(C)OC(C)C3)nc3c2c(=O)[nH]c(=O)n3C)cc1 (centres undefined)	-4	1	0.1	0	-3	-9	5	1	14	0
COc1cc(C2SCC(=O)Nc3c2c(C)nn3-c2ccccc2)cc(OC)c1OC (centres undefined)	6	-2	2.8	-2	-2	-5	-3	3	-21	4
O=C(Nc1ccc(O)c(-c2nc3ccccc3s2)c1)C1=COCCO1	3	-10	1.4	-2	4	5&-3	-2	2	-1	5
O=C(COc1ccccc1)NCC(=O)N1CCCCCC1	-3	-2	0.3	x	-1	-2	-1	5	x	1
Nc1scc[n+]1Cc1cccc2cccnc12	-12	-15	-0.7	-1	-6	-3	-4	14	13	-4
CC(=O)Nc1ccc(NC(=O)CSc2nnc(-c3cc(C)[nH]n3)n2N)cc1	0	2	-0.5	-1	-1	-9	-5	9	4	0
COc1cc(CN(C2CCCCC2)S(=O)(=O)c2ccc(S(=O)(=O)N(C)C3CCCCC3)cc2)cc(OC)c1OC	-14	16	-0.2	-2	0	-10	-5	0	2	-3
NC(c1csc(NC(=O)Nc2ccccc2)n1)C1CCCCC1 (centres undefined)	x	3	-0.4	x	-2	x	15	x	x	-12
O=C(N/N=C/c1ccc(Br)s1)c1cccnc1	-7	-9	-0.2	4	2	x	1	4	19	-4
COc1cccc(C(=O)NNC2OC(CO)C(O)C2O)c1 (centres undefined)	0	6	-0.7	2	-3	-10	1	11	33	-7
COc1ccc(S(=O)(=O)N2CCOC2CNC(=O)C(=O)NCCCN(C)C)cc1C (centres undefined)	-6	8	0.2	-7	-1	-25	5	4	14	2
O=C(Cc1n[nH]c(=O)[nH]c1=O)N/N=C/c1cccc(O)c1	-11	7	0.3	3	4	x	16	1	20	-2
O=C(N/N=C/c1cccnc1)c1cccc(NC(=O)c2ccccc2Cl)c1	-3	1	2.2	-1	-10	x	3	5	20	-1
Cc1ccc2oc(C(=O)NCC3CCOCC3)c(C)c2c1	3	15	2.5	-2	0	-21	5	2	5	7
COc1ccc2[nH]c3c(c2c1)CCN1C(=O)C(CC(=O)NCc2ccco2)C[C@H](C(=O)N2CCCCC2)[C@@]31CCc1ccccc1 (some centres undefined)	x	-3	-0.7	x	-2	-4	1	2	x	-5
Cc1ccc2cc(COC(=O)C3CCCO3)c(=O)[nH]c2c1 (centres undefined)	5	-14	-0.9	-8	-4	3	0	6	24	-2
